Screens deposited in PubChem by several laboratories.
ADAM17 inh: inhibitors of human ADAM17. recombinant ADAM17, EDANS/DABCYL FRET peptide cleavage. inhibition, % at 6.95 µM. hit rate 0.83% among 370,000;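 active = inhibition above the mean of compounds lying between control limits plus 3 SD, set per campaign, cut at about 8.5% in these data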;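 also: 0% = DMSO-only wells as the low control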
DAX1 inh-1: blocks DAX1 repression of SF-1 activated StAR promoter; HEK293T StAR-luciferase reporter, SF-1/DAX-1 repression relief; inhibition, % at 6.8 µM; hit rate 1.1% among 370,000; AID 652010;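 active = inhibition above the mean over all tested compounds plus 3 SD, cut at about 3.6% in these data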;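 also: 0% = DAX-1 cells with DMSO and 100% = cells lacking DAX-1 with DMSO; higher inhibition means more luminescence from relief of DAX-1 repression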
ADAM10 inh: inhibitors of human ADAM10; AID 720582; inhibition, % at 7 µM; hit rate 0.62% among 370,000; recombinant ADAM10, EDANS/DABCYL FRET peptide cleavage, 3 h;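 active = inhibition above a per-campaign cutoff equal to the mean of compounds falling between control-based bounds plus 3 SD, cut at about 20% in these data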;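 also: 0% = DMSO wells while the 100% control is not disclosed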
Target sequence (O14672 214-748 limits assumed): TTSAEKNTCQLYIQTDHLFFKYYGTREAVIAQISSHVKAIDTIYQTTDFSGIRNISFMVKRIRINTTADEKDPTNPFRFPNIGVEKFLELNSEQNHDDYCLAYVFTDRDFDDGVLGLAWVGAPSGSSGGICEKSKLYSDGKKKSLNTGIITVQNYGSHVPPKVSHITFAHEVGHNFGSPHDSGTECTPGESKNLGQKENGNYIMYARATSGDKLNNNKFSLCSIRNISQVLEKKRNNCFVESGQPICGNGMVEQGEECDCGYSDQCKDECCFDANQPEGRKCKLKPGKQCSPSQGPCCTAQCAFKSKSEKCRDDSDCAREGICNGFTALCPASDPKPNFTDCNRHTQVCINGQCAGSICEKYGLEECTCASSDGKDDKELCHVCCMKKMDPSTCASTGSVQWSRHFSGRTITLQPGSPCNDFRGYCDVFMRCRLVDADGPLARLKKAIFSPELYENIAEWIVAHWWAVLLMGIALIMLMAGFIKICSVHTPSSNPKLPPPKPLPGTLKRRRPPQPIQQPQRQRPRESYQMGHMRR
ssDAF-12 act: S. stercoralis DAF-12 activation, primary screen; HEK293 ssDAF-12/GRIP1 lit1-tk-luc reporter, luminescence; % of 3 µM dafachronic acid response; activation, % at 6.8 µM; hit rate 1% among 370,000; AID 652126;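 active = activation above the mean over all tested compounds plus 3 SD, cut at about 0.9% in these data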;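 also: 0% = DMSO-only wells and 100% = 3 µM delta7-dafachronic acid wells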
hgDAF-12 ag: agonists of H. glycines DAF-12 nuclear receptor; HEK293 GAL4-hgDAF12 UAS-luciferase reporter, agonist luminescence; normalized to butyrate control; activation, % at 6.8 µM; hit rate 1.8% among 370,000; AID 687014;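 active = activation above a cutoff set at the mean of all screened compounds plus 3 SD, cut at about 10% in these data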;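 also: 0% = DMSO wells and 100% = sodium butyrate wells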
hcDAF-12 act: activators of H. contortus DAF-12 nuclear receptor; HEK293 hcDAF-12 lit1-tk-luc reporter, luminescence; 0% DMSO, 100% Δ7-dafachronic acid; activation, % at 6.8 µM; hit rate 1.4% among 370,000; AID 652067;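 active = activation above the mean of all tested compounds plus 3 SD, cut at about 5.5% in these data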;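 also: 100% = response to 3 µM Δ7-dafachronic acid high control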
SMARCA2 activ: SMARCA2 function activation, primary screen | MG213 cells, MMTV-luciferase reporter, dexamethasone, overnight | activation, % at 9.1 µM | hit rate 1% among 370,000 | AID 652017; in the data active = activation above about 7.8%;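 also: 0% = vehicle wells and 100% = reference activator wells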
NPR1 activator: GC-A (human) enzyme activation. P16066. HEK293 GC-A cells, cGMP TR-FRET, EC30 ANP; 0% at EC30 ANP, 100% saturating ANP. activation, % at 10 µM. hit rate 0.14% among 370,000. AID 1671463; in the data active = activation above about 40%
GAA850 FXN act: increases GAA850 frataxin promoter reporter activity | HEK293 lucGAA850 FXN promoter luciferase reporter, 24 h; percent of 10 µM SAHA response | hit rate 0.56% among 360,000 | activation, % at 6 µM | AID 540364;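 active = activation above the average of all compounds screened plus 3 SD, cutoff fixed separately per campaign, cut at about 7.5% in these data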;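 also: 0% = DMSO wells and 100% = 10 µM SAHA wells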
PG9 binder: binds the HIV-1 gp120 antibody PG9. AID 624416. TR-FRET gp120-PG9 antibody binding. hit rate 0.43% among 360,000. inhibition, % at 6.7 µM; in the data active = inhibition above about 8.5%
DAX1 inh-2: NR0B1 (DAX1) inhibition | P51843 | HEK293 Gal4-DAX1 luciferase reporter, luminescence | inhibition, % at 6.75 µM | hit rate 0.99% among 340,000 | AID 504766;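 active = inhibition above the mean over all tested compounds plus 3 SD, cut at about 4.2% in these data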;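 also: 0% = DAX1-transfected cells with DMSO and 100% = empty-vector control cells with DMSO; inhibition shows as a rise in luminescence from relieved DAX1 repression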
Target sequence (P51843 207-470 limits assumed): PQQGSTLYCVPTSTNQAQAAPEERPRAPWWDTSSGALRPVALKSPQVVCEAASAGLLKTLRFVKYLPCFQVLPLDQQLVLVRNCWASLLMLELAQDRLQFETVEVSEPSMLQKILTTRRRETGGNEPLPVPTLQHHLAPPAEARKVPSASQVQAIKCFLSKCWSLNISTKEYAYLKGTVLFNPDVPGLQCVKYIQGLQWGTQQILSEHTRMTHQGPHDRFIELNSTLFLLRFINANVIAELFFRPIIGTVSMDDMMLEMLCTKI
Active calls of the source: *; . = not tested or not shown. Rows were taken by chance; any-hit rate near 6.8%.

SMILES	ADAM17 inh	DAX1 inh-1	ADAM10 inh	ssDAF-12 act	hgDAF-12 ag	hcDAF-12 act	SMARCA2 activ	NPR1 activator	GAA850 FXN act	PG9 binder	DAX1 inh-2
CCN(CC)S(=O)(=O)c1ccc(SCC(=O)c2c(N)n(C3CC3)c(=O)[nH]c2=O)nc1	1	-0.5	-13	-1.5	0.4	-3.3	-2	-3	1.7	-1.9	0.0
CC(C)(C)NC(=S)NCC1CC1	1	0.7	7	-1.1	0.7	-0.8	-6	-3	-2.0	1.7	3.4
CN(CC(=O)Nc1cccc(F)c1)C(=O)/C=C/c1ccc(Br)s1	-13	-1.4	-40	-0.5	-1.7	-0.6	-2	-1	-2.1	1.6	0.1
CC1CCCCN1C(C(=O)O)c1ccccc1 (stereo not drawn)	0	-0.6	-8	-0.8	-0.8	-0.6	0	0	2.0	0.1	-0.9
CCN(CC1CCCO1)C(=O)CCc1nnc(CCc2ccc(OC)cc2)o1 (stereo not drawn)	-2	0.7	-7	-1.0	1.2	-0.2	2	2	4.2	-3.0	-0.8
COc1cccc(/C=N/NC(=O)Cn2cnc3c2c(=O)n(C)c(=O)n3C)c1OC	-11	0.3	-35	-1.4	-1.5	-1.5	-1	2	0.8	-2.6	.
COc1ccccc1NS(=O)(=O)c1cccc(C(=O)N/N=C(\C)c2ccncc2)c1	-1	0.4	-4	-1.1	1.8	0.8	0	-4	-1.0	-1.5	1.0
CN1C(=S)SC(N(O)C(=O)Nc2ccccc2)C1(C)C (stereo not drawn)	-1	0.5	2	-1.4	-0.8	0.1	0	3	-0.5	1.8	1.3
Cc1ccc(-n2c(=O)[nH]c3c(C(N)=O)nc(CC(C)C)nc32)cc1	-8	0.0	-21	-1.5	0.2	-1.6	-1	-1	2.5	0.5	-0.4
Cc1oc(C(=O)O)cc1CSc1nnc(-c2ccccc2)n1C	-4	1.0	4	-0.8	1.3	-1.4	0	-1	-2.7	0.6	2.0
O=C(N/N=C/c1cn(-c2ccccc2)nc1-c1ccccc1)c1ccco1	-80	-0.7	-158	-1.3	4.1	-0.6	2	0	4.6	0.7	-2.6
CCCCCOC(=O)Cc1c(O)c2ccccc2[nH]c1=O	-12	0.1	-36	-0.8	-1.8	0.4	-2	1	-0.3	3.7	1.9
COC(=O)c1cc(C)sc1NC(=O)C1C2C=CC(CC2)C1C(=O)O (stereo not drawn)	-2	0.7	-3	-1.2	-0.2	0.1	0	7	1.0	-1.0	0.3
c1ccc(COc2cccc(CN3CCc4ccccc4C3)c2)cc1	-1	-0.5	5	-0.8	-1.3	-0.9	-1	7	0.8	-0.5	-1.0
O=C(COC(=O)Cc1ccc(F)cc1)NC1CCS(=O)(=O)C1 (stereo not drawn)	-3	1.3	-15	-1.1	-0.3	0.7	0	-3	2.5	1.6	1.0
C=C(C)COc1ccc(-c2ncncc2-c2ccccc2OC)c(O)c1	2	0.5	2	-1.2	-0.7	-0.7	0	-4	-0.1	-0.2	-1.4
CCn1c(=O)cc(OCC(=O)Nc2cccc(C)n2)c2ccccc21	1	-0.1	3	-1.1	-0.2	-0.1	0	4	-0.4	2.7	1.6
CC(c1ccccc1)N1CCn2c(nc3cc(NC(=O)c4cccs4)ccc32)C1 (stereo not drawn)	-31	-0.2	-99	-0.4	1.6	-0.6	9.9*	4	2.0	-3.3	-0.6
CN1CCN(CC(=O)N(Cc2c(C#N)c3ccccc3n2C)c2ccccc2)CC1	-2	-0.1	-4	-0.3	-0.1	-0.3	-1	-6	-1.5	2.3	-0.7
Cc1ccc(CC2C(=O)N(c3nc(C)cc(C)n3)C(=O)C2C)cc1 (stereo not drawn)	-7	-0.8	-8	-1.8	-0.2	-1.7	-1	4	-1.1	0.1	0.1
O=C(O)c1c2c(nc3ccccc13)/C(=C/c1ccc(O)cc1)CCC2	-22	0.2	-56	-0.4	-1.4	-0.6	-2	5	0.7	-2.5	-0.1
CCC(=O)N(Cc1ccco1)c1nc(-c2cc(OC)ccc2OC)cs1	-5	-0.2	6	-1.6	-2.2	-0.8	-1	2	-1.3	1.9	0.3
CCOC(=O)C1CCCN(S(=O)(=O)c2ccc(S(N)(=O)=O)cc2)C1 (stereo not drawn)	-3	-0.6	-8	-0.6	-3.6	-2.0	-6	5	1.2	1.7	-1.1
Cc1cc(-c2ccccc2)nc(SCC(=O)N2CCCC2)n1	-1	0.5	-1	-1.0	-2.6	-0.1	-3	-1	1.1	-2.1	2.5
COc1ccc(C(=O)C2CCCN(C(=O)/C=C/c3ccccn3)C2)c(C)c1 (stereo not drawn)	0	-0.1	-2	-0.8	-3.8	-3.4	-3	-3	1.3	-0.8	1.5
CC(NC(=O)COC(=O)c1ccc(Cl)cc1O)c1ccc(F)cc1 (stereo not drawn)	-1	-0.9	-15	-1.6	-1.3	-0.8	-4	3	0.4	6.4	0.0
CC(=O)Nc1ccc(NC(=O)c2ccc(Cl)c(S(=O)(=O)N3CCc4ccccc43)c2)cc1	-9	2.6	-33	-1.1	0.1	1.2	0	-2	0.5	-0.1	0.7
COc1cc(NC(=O)Nc2cc(C)on2)cc(OC)c1OC	2	-0.1	3	-1.2	2.1	-1.6	-1	1	-0.1	-1.2	0.1
COc1ccc(/C=C/C(=O)O)cc1COc1ccccc1C	2	0.6	4	-1.2	3.2	0.4	2	-3	-0.2	-0.2	0.1
Cc1ccc(NC(=O)CSc2sc3c(O)cc(=O)[nH]c3c2C#N)c(F)c1	-3	-0.6	-4	0.0	0.9	0.5	0	4	2.7	-1.4	-1.6
O=C(CSc1nccc(=O)[nH]1)N1N=C2/C(=C/c3ccco3)CCCC2C1c1ccco1 (stereo not drawn)	-3	0.8	-4	-1.3	6.2	0.3	2	-2	0.3	-1.7	-0.2
COCCNC(=O)CN1C(=O)NC(c2ccccc2)(c2ccccc2)C1=O	0	0.1	5	-1.1	-0.2	2.8	-1	2	1.2	-1.4	-0.4
CC1CN(S(=O)(=O)c2ccc(C(=O)N(CCCN(C)C)c3nc4c(Cl)cccc4s3)cc2)CC(C)O1 (stereo not drawn)	-1	-0.3	-12	-0.9	1.5	-1.9	-1	-1	-0.5	-0.4	0.9
CC(=O)NC(CC(=O)OCc1ccc([N+](=O)[O-])cc1)c1ccccc1 (stereo not drawn)	-3	-0.4	2	-1.3	-0.8	-2.2	-2	2	2.9	0.5	-0.9
Cc1nc2cc(NC(=O)N3c4ccccc4CC3C)ccc2n1C (stereo not drawn)	-3	6.0*	-8	1.3*	10.0	6.9*	5	3	3.5	-2.9	-0.2
CN1CCN(c2ccc(NC(=O)c3sc4ccccc4c3Cl)cc2)CC1	-16	1.2	-28	-1.2	11*	0.7	8.4*	9	0.9	2.1	3.0
C/C(=N\NC(=O)c1cccnc1)c1cc2ccccc2o1	-1	-0.4	-7	-0.3	3.8	0.3	-1	3	1.9	-0.7	-0.7
COc1ccc(C2=NN(CCC(=O)NC3CCC(C)CC3)C(=O)CC2)cc1 (stereo not drawn)	-4	-1.8	-11	-1.5	0.7	-1.4	-3	-4	2.3	-1.4	1.0
COc1ccc(-n2c(=O)c3ccccc3n(CC(=O)OCc3ccccc3)c2=O)cc1OC	-3	0.5	0	-0.9	1.2	-1.5	-3	-1	0.5	-0.4	1.8
CN(CC(=O)Nc1cccc(S(=O)(=O)N2CCOCC2)c1)CC(=O)Nc1ccc(Cl)c(C(F)(F)F)c1	5	-5.9	16	-1.8	-6.2	-2.9	-3	0	0.8	-1.4	-2.8
COc1cccc(CNC(=O)C(C)n2ccc3cc(S(=O)(=O)N4CCCC4)ccc32)c1 (stereo not drawn)	3	-0.2	-1	-1.0	-1.8	-1.6	-2	-2	-1.5	-0.8	0.2
COc1ccc(-c2cc(C(=O)N/N=C/c3ccc4c(c3)OCO4)c3ccccc3n2)c(OC)c1	-55	-2.0	-113	-1.5	-7.9	-3.6	-7	15	-0.9	-1.4	-2.0
CC(C)(C)C(C(=O)NCc1ccccc1)N1CCN(CCN2CCOCC2)CC1 (stereo not drawn)	-3	1.4	-14	-0.9	-2.1	-1.3	-1	-3	.	0.4	.
Cc1cc(NC(=O)Cn2cnc3sc(C)c(-c4ccccc4)c3c2=O)no1	-2	0.6	-6	-0.6	2.4	-1.4	3	-6	0.8	-2.1	1.4
CN(C)C(=O)CCc1ccc2c3c([nH]c2c1)[C@]1(C)[C@@H](C(=O)N2CCCCC2)C[C@H](CC(=O)NCCN2CCOCC2)C(=O)N1CC3	-2	1.0	-8	-1.0	-2.0	-0.6	-1	2	1.3	-0.5	-1.1
N#Cc1c(NC(=O)C(=O)NCCCN2CCOCC2)sc2c1CCC2	-5	-0.4	-3	-0.9	-0.5	-1.1	-2	-8	-1.0	-1.2	0.8
Cc1cc(NC(=O)CSc2nnc(C)n2-c2ccccc2)no1	-6	0.8	-7	-2.0	-0.5	0.6	-6	-2	-1.4	1.0	-0.5
CC1CN(c2cc(=O)n(-c3cccc(Br)c3)c(=O)[nH]2)CC(C)O1 (stereo not drawn)	0	-0.6	-18	-0.9	1.3	-1.7	-1	6	-0.1	-2.9	1.3

By substructure: those above with a tert-butyl group (2)
SMILES	ADAM17 inh	DAX1 inh-1	ADAM10 inh	ssDAF-12 act	hgDAF-12 ag	hcDAF-12 act	SMARCA2 activ	NPR1 activator	GAA850 FXN act	PG9 binder	DAX1 inh-2
CC(C)(C)NC(=S)NCC1CC1	1	0.7	7	-1.1	0.7	-0.8	-6	-3	-2.0	1.7	3.4
CC(C)(C)C(C(=O)NCc1ccccc1)N1CCN(CCN2CCOCC2)CC1 (stereo not drawn)	-3	1.4	-14	-0.9	-2.1	-1.3	-1	-3	.	0.4	.

The listing continues:
SMILES	ADAM17 inh	DAX1 inh-1	ADAM10 inh	ssDAF-12 act	hgDAF-12 ag	hcDAF-12 act	SMARCA2 activ	NPR1 activator	GAA850 FXN act	PG9 binder	DAX1 inh-2
COc1ccc(Cl)cc1NC(=O)C(C)N(C)Cc1ccc(C(F)(F)F)cc1 (stereo not drawn)	5	0.0	11	-0.9	-2.6	2.0	-3	9	3.8	-2.9	-0.3
COc1ccccc1NC(=O)c1ccc2c(c1)C(=O)N(Cc1ccco1)C2=O	0	-0.3	3	-1.4	-1.3	0.2	3	0	0.3	3.5	1.0
Cc1nn(CC(=O)NCCc2cccs2)c(=O)c2nn(-c3ccccc3)c(C)c12	2	-1.8	-5	-0.9	2.2	0.2	-1	3	3.8	1.1	-0.4
CCCCSc1nc(O)cc(=O)n1CC	0	-0.6	4	-1.5	-2.2	1.6	-2	3	0.9	-0.7	-0.2
CN(C)c1ccc(CC(=O)N2CCCC(c3cc(C(=O)Nc4ccc(F)c(Cl)c4)no3)C2)cc1 (stereo not drawn)	6	-2.0	20	-2.1	-4.1	-2.3	-3	0	-3.5	0.5	.
N#Cc1nc(-c2ccc(OCc3ccc(Cl)cc3)cc2)oc1N1CCOCC1	-1	-0.3	-2	-1.3	-1.0	0.7	1	1	1.0	-0.9	1.1
CCC1NC(=O)c2cc3ccccc3cc2-n2c1nc1ccc(F)cc1c2=O (stereo not drawn)	-3	-0.1	-11	-0.3	-1.3	-0.1	-5	2	-0.3	0.8	1.6
O=c1cc(-c2ccccc2Cl)oc2c(NS(=O)(=O)c3ccccc3C(F)(F)F)ccc(O)c12	7	1.0	13	-1.6	0.2	-0.5	1	0	1.1	-0.7	0.4
